# Screening data deposited in PubChem by several laboratories.
# Runt-SMMHC FRET = inhibitors of human RUNX1 Runt domain binding to CBFb-SMMHC. Q01196+Q13951. Cerulean-Runt/Venus-CBFb-SMMHC FRET ratio 530/480, 1 h. inhibition, % at 20 µM. 220,000 tested, 0.74% active;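 active = mean inhibition across duplicate retests at 20 µM reaching about 50%, limit read from the data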;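 also: 0% = DMSO wells and 100% = wells with excess untagged CBFb-SMMHC; inhibitors lower the FRET ratio by blocking Runt binding to CBFb-SMMHC; some results filed as inactive read as strong as hits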
# Target sequence (Q01196 whole entry, looked up, the tested form may be a part): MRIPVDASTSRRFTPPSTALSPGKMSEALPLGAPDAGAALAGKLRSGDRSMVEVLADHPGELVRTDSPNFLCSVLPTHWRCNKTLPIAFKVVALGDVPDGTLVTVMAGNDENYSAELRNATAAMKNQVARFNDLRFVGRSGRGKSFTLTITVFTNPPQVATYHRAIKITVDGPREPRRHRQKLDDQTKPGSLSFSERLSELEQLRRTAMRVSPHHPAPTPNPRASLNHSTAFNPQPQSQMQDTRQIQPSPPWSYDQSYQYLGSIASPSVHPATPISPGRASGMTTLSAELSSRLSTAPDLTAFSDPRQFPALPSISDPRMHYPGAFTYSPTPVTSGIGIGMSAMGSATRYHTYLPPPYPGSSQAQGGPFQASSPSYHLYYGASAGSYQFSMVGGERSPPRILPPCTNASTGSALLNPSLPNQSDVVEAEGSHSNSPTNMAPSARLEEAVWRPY
# Target sequence (Q13951 whole entry, looked up, the tested form may be a part): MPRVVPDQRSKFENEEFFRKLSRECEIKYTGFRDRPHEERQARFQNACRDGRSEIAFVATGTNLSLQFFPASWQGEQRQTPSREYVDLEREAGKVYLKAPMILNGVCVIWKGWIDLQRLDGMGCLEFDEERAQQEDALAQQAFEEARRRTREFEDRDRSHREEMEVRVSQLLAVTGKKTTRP
# TNF death inh = inhibitors of TNF-alpha induced necroptosis in Jurkat FADD-/- cells. Jurkat FADD-/- TNF necroptosis rescue, ATP luminescence, 24 h; 0 = TNF only, 100 = no-TNF cells. 220,000 tested, 0.068% active. activation (protection from cell death), % at 10 µM;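 active = activation, meaning protection from cell death, of at least 50% relative to plate controls; inactive = activation below 50%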;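 also: necroptosis triggered by 40 ng/mL TNF-alpha added together with compound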
# RBBP9 inhibitor = inhibitors of human serine hydrolase RBBP9. recombinant RBBP9, FP-Rh probe fluorescence polarization. inhibition, % at 7.94 µM. 220,000 tested, 0.2% active;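 active = inhibition above the campaign mean of all tested compounds plus 3 SD, cut at about 14% in these data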;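 also: plate controls were DMSO wells with RBBP9 for no effect and wells lacking RBBP9 protein for full effect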
# Target sequence (O75884 whole entry, looked up): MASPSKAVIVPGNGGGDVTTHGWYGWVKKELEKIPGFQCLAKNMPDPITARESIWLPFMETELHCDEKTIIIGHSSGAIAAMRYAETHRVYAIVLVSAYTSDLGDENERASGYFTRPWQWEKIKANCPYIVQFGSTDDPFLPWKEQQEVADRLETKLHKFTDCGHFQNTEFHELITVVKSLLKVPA
#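 System: RBBP9 protein / Buffer or medium: Tris/NaCl buffer pH 8.0 with 0.1% Pluronic / Probe or stimulus: Serine-hydrolase probe FP-Rh, 375 nM pre-mixing / Dosing: 7.94 µM single dose, 0.794% DMSO / Times: enzyme-compound preincubation 30 min, then probe labeling 45 min, 25 °C / Technique: fluorescence polarization (mP), excitation 525 nm, emission 598 nm / Replication: singlicate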
# PGE2 EP2 inh = EP2 receptor (human) inhibition; P43116; C6 glioma cells expressing human EP2, cAMP TR-FRET; cells stimulated with saturating PGE2; inhibition, % at 25 µM; 260,000 tested, 0.52% active; AID 1422;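 active = percent inhibition above 40 after rounding to a whole number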;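 also: rat C6 glioma host cells with rolipram phosphodiesterase inhibitor present; the protocol text gives 20 µM as final concentration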
# Hck-Nef inh = human Hck-Nef kinase inhibition; inhibition, % at 20 µM; P08631; 220,000 tested, 0.68% active; Recombinant Hck-YEEI plus Nef, Z-Lyte FRET kinase assay;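 active = Hck-Nef kinase inhibition above about 50%, limit read from the data; inactive = inhibition below that limit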;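 also: 0% = DMSO with Hck plus Nef and 100% = Hck alone without Nef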
# zVAD death inh = L929 zVAD cell death inhibition | L929 zVAD necroptosis rescue, ATP luminescence, 24 h; with zVAD 60 µM | viability rescue, % at 10 µM | 220,000 tested, 0.38% active | AID 1377;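 active = activation, scaled between plate controls, above about 75%, limit read from the data; inactive = activation under that limit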;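 also: 0% = zVAD with DMSO and 100% = DMSO alone without zVAD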
# Runt-CBFb FRET = Runt domain-CBFb interaction inhibition. Cerulean-Runt/Venus-CBFb FRET ratio 530/480, 1 h. 220,000 tested, 0.46% active. Q01196+Q13951. inhibition, % at 20 µM. AID 1496;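 active = inhibition over about 50% at 20 µM in the single-dose screen, limit read from the data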;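 also: 0% = DMSO wells and 100% = excess unlabeled CBFb competitor control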
#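 Assay system: Cerulean-Runt domain fusion protein, energy donor; Signal: fluorescence energy transfer, 422 nm excitation, 530/480 nm emission; Timing: 1 h compound exposure, room temperature; Control set: unlabeled CBFb; Medium: Tris buffer pH 7.5 with salts and BSA; Compound: single test concentration of 20 µM, 1% DMSO final; Probe or stimulus: Venus-CBFb 100 nM.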
# PERK inh = inhibitors of human PERK kinase | Q9NZJ5 | CHO PERK-DD fusion, SEAP luminescence translation reporter | inhibition, % at 5.6 µM | 220,000 tested, 0.17% active;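 active = inhibition above the mean inhibition of all tested compounds plus 3 SD, set separately per screening campaign, cut at about 2.9% in these data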;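 also: PERK kinase domain activated by AP20187 dimerizer at 100 nM; 0% = DMSO with dimerizer and 100% = rapamycin at 8.4 µM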
# EP2 mod = modulators of human EP2 prostaglandin E2 receptor; P43116; EP2-expressing cells, cAMP HTRF FRET, PGE2 co-stimulation; induction, % at 25 µM; 260,000 tested, 0.83% active;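 active = compounds whose cAMP rise, as percent of the full-agonist control response, exceeds 60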;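 also: rat C6 glioma line stably carrying human EP2 under a CMV promoter; the protocol text gives 20 µM as final concentration; 100% = response of wells given 1 µM PGE2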
# * marks the source's active call; other numbers are inactive results; . = not tested or not shown; & = joins results of further samples. These rows are one share of the data; the hit share may differ from the screen's.
SMILES,Runt-SMMHC FRET,TNF death inh,RBBP9 inhibitor,PGE2 EP2 inh,Hck-Nef inh,zVAD death inh,Runt-CBFb FRET,PERK inh,EP2 mod
O=C(NCN1C(=O)C2C3C=CC(C3)C2C1=O)Nc1nncs1 (stereo not drawn),6,-0.2,-2,12,1,-0.2,-2,-0.5,15
Fc1ccc(NC(=S)NC2CCCCC2)c(F)c1F,4,-1.5,0,7,-2,2.3,2,0.6,8
Cc1ccc(NC(=O)C(=O)NCCCN2CCOCC2)c(C)c1,-3,1.3,-10,1,12,0.8,0,1.4,8
CC(=O)NC(=S)Nc1ccc(NC(=O)c2cccnc2)cc1,2,0.5,-3,8,24,-0.1,0,0.1,-3
OC(C#CCCN1CCCCC1)(c1ccccc1)c1ccccc1,-5,4.6,14,4,-4,-0.3,2,-0.1,-16
O=C(CN(c1cccc([N+](=O)[O-])c1)S(=O)(=O)c1ccccc1)N(Cc1ccccc1)Cc1ccccc1,0,0.3,-7,2,0,-0.5,2,0.4,2
Cc1ccc(OCc2nnc(NC(=O)OCC(C)C)s2)cc1,-3,0.3,-3,13,-15,1.9,4,0.3,22
C=C(c1ccc(O)cc1)c1ccc(O)cc1,6,5.0,-13,7,0,-0.1,4,-0.1,22
Cc1cc(NS(=O)(=O)c2ccccc2)no1,-3,1.8,-4,5,15,0.8,2,0.8,1
O=C(C1CC1)N1CCc2cc(Br)cc(S(=O)(=O)N3CCCCCC3)c21,8,2.6,-1,11,-8,-0.1,0,-0.5,28
CCN(CC(=O)Nc1ccc(NC(C)=O)cc1)C(=O)c1n[nH]c(=O)c2ccccc12,-3,-0.1,-5,9,23,1.3,-2,0.4,-2
CCC(C)Sc1cc(C(F)(F)F)c(C(=O)Nc2ccc(Cl)cc2)cn1 (stereo not drawn),2,-1.1,-13,11,11,1.2,0,0.4,-49
COc1ccc(O)c(C(=O)c2cnc3c(c2)CN(C)C(=O)N3)c1,3,-4.4,2,8,27,4.7,4,-0.4,3
Cc1cc(C)nc(N/N=C/c2ccccc2OCc2ccccc2)n1,-1,4.5,-6,6,6,0.9,-4,-0.3,-22
COc1cc(NC(=O)CS(=O)(=O)c2ccc(C)cc2)cc(OC)c1OC,-4,-1.0,-6,14,3,-0.1,1,0.1,-13
CCNC(=S)N/N=C/c1c(C)nn(-c2cccc(Cl)c2)c1Cl,2,0.7,2,7,1,0.3,-1,0.3,18
CC1=C(C(=O)OCC2CCCO2)C(c2ccc(C)o2)C2=C(CC(c3ccc(N(C)C)cc3)CC2=O)N1 (stereo not drawn),0,-2.6,-5,10,12,-0.6,-3,-0.2,-9
COc1ccc(NS(=O)(=O)c2cc(NC(=O)CNC(=O)c3cccc(OC)c3)ccc2C)cc1,3,1.4,-12,3,2,1.1,-3,0.1,-17
Cc1ccc2c(COC(=O)C34CC5CC(CC(C5)C3)C4)cc(=O)oc2c1,-4,2.2,-6,10,4,1.4,-4,1.3,-9
CN(C)CCNC(=O)c1c(CSc2ccccc2)noc1C(=O)NCc1ccccc1,2,2.5,.,7,27,-0.4,5,.,2
Cn1c(=O)c2ncn(CC(=O)NCCOCc3ccccc3Cl)c2n(C)c1=O,0,0.8,-6,11,3,0.4,1,-0.1,12
CC(=O)NC1(C(F)(F)F)C(=O)Nc2c1c(=O)[nH]c(=O)n2-c1ccccc1 (stereo not drawn),-2,-0.2,-7,4,23,-0.9,-1,0.9,-8
Cc1nc2ccccc2c(=O)n1/N=C/c1ccc([N+](=O)[O-])o1,86,-27,-3,-2,-3,-0.7,57*,1.5,-59
COc1ccc(C(C)C)cc1S(=O)(=O)n1ccnc1C,-2,-0.6,3,4,-1,-0.3,-2,-0.1,6
CC1(C)CC2CC(C)(CN2C(=O)c2ccc([N+](=O)[O-])cc2[N+](=O)[O-])C1 (stereo not drawn),0,-0.7,-4,4,25,2.0,-1,-0.1,14
O=C(Cc1cn2ccsc2n1)Nc1nc2c(s1)CN(Cc1ccccc1)CC2,77*,1.1,-10,10,7,16,47,0.0,5
CSc1nsc(SC)c1C(N)=O,2,-1.8,-6,10,4,0.4,2,1.0,9
Cc1cc(C)c2c(=O)n(CC(=O)N3CCC(Cc4ccccc4)CC3)sc2n1,50*,-5.9,-2,.,-11,0.4,-15,0.8,0
Cc1ccc(-n2ncc3c(NCc4ccccc4)ncnc32)cc1,4,-1.3,-9,11,3,0.2,-1,-0.7,2
COC(=O)[C@@]1(Cc2ccc(OC)cc2)[C@H]2c3cc(C(=O)N4CCCC4)n(CCSCCO)c3C[C@H]2CN1C(=O)c1ccccc1,-3,0.4,-8,23,-2,-0.3,0,-0.3,22
CCN(CC)S(=O)(=O)c1ccc(Cl)c(C(=O)N2CCc3ccccc32)c1,1,-4.2,-3,2,-3,0.1,-1,-1.3,15
CC12CCC(C(=O)N(CC(O)CN3CCCCCC3)C1=O)C2(C)C (stereo not drawn),4,2.3,-6,0,2,0.2,0,-0.2,9
C[N+]1(CC(O)COCC2COc3ccccc3O2)CCOCC1 (stereo not drawn),5,-0.3,-7,3,-12,1.1,-2,1.4,33
O=Nc1c2nc3ccccc3n(O)c-2c2ccccc12,-3,-4.1,-55,7,3,48,-4,0.9,19
CCC(Sc1nnnn1-c1ccccc1)C(=O)Nc1nc2ccccc2s1 (stereo not drawn),-2,2.6,-12,12,-8,-0.1,-3,-1.1,26
COCC(C)NC(=O)C(C)Oc1ccccc1 (stereo not drawn),-6,0.3,-11,13,2,-0.2,-7,1.1,29
O=C(CN1CCCCCC1)Nc1cccc([N+](=O)[O-])c1,-2,1.4,-3,4,14,-0.3,-1,-1.0,-43
CCOC(=O)C1NN=C(C(=O)c2ccccc2)C1c1ccc(Cl)cc1 (stereo not drawn),-6,-0.8,-2,6,2,-0.6,0,0.2,13
CNC(=S)N/N=C/c1ccccc1Cl,2,1.0,-4,2,-1,0.0,4,0.6,-3
O=C(CNC(=O)c1ccc2c(c1)OCCO2)N/N=C/c1ccco1,-1,4.7,-6,13,12,0.8,0,0.7,-3
C1CCN(Cc2nnnn2CC2CCCO2)CC1 (stereo not drawn),-4,1.7,-8,1,18,1.0,1,0.1,31
CC1(C)C(=O)Nc2ccccc2N1C(=O)CSc1ncccn1,-2,-0.1,-9,6,11,-0.4,-1,-0.2,-2
COc1cc(NC(=O)CSc2nc(C)cs2)cc(OC)c1,-3,-1.3,-3,3,-1,-0.2,3,-1.0,14
CN(C)CCCOC(=O)c1cc2ccccc2o1,0,0.6,-8,6,0,1.2,-1,-0.5,6
Cc1cnccc1CN(C)C(=O)CC1C(=O)NCCN1CC1CCCCC1 (stereo not drawn),.,0.7,1,8,19,-0.6,.,0.2,-6
CCn1c(Cc2ccccc2)nnc1SCC(=O)Nc1ccccc1O,4,3.0,-6,5,6,1.6,-1,0.2,1
O=C(Nc1ccccc1)c1cnc[nH]1,0,-2.5,-7,.,3,0.0,89*,0.8,50
NC(=O)CN1C(=O)C2CCCCN2C(=O)c2ccccc21 (stereo not drawn),-3,-3.0,7,12,0,-0.4,0,1.5,2
CCCC/C=C1\CCc2c([nH]c3ccccc23)C1=O,-5,-0.8,-5,3,3,1.9,-14,1.7,-5
CCCn1c2c(c(O)c(C(=O)NCc3ccccc3)c1=O)CCCC2,0,-0.3,-9,9,1,0.2,-4,-0.8,41
Cc1c(NC(=O)CSc2ccccn2)c(=O)n(-c2ccccc2)n1C,-3,0.5,-3,6,6,0.2,2,-0.5,10
CC(C)NC(=O)c1ccc(COCC(F)(F)F)cc1,-8,1.8,7,13,3,1.1,-1,0.6,5
CCc1ccc2c(Cl)c(C(=O)N/N=C/c3c[nH]c4ccccc34)sc2c1,-40,-18,-6,14,1,0.2,-10,1.2,-13
O=C(CNC(=O)C12CC3CC(CC(C3)C1)C2)N1CCN(S(=O)(=O)/C=C/c2ccccc2)CC1,-1,-1.7,-6,9,4,0.2,0,0.5,6
CC(C)(C)C(=O)NC1CCN(S(C)(=O)=O)CC1,3,-1.1,-7,4&2,6,0.2,-2,0.1,11&4
CC(C)Oc1ccc(Br)cc1/C=N\NC(N)=S,5,-0.9,-6,11,12,0.5,0,-0.2,12
COc1ccc(CCNC(=O)CC2SC(=NCCc3ccccc3)NC2=O)cc1 (stereo not drawn),1,1.8,-7,4,1,0.2,2,-0.1,3
CC12C(=O)N(c3ccccc3)C(=O)C1C(c1ccccc1)N1CCCN12 (stereo not drawn),-2,3.7,1,4,-9,0.3,1,2.3,9
CSCCC1NC(=O)N(CC(=O)Nc2ccc(N3CCCCC3)cc2)C1=O (stereo not drawn),-2,-1.6,-3,11,2,0.0,-1,-0.6,-6
Fc1ccc(-n2c(-c3ccco3)nc3nc4ccccc4nc32)cc1,3,-3.4,-4,24,4,-0.1,-29,0.6,12

# Copied from the list:
# In EP2 mod, O=C(CN(c1cccc([N+](=O)[O-])c1)S(=O)(=O)c1ccccc1)N(Cc1ccccc1)Cc1ccccc1 is entered as 2
# In TNF death inh, OC(C#CCCN1CCCCC1)(c1ccccc1)c1ccccc1 is entered as 4.6

# (cont.)
SMILES,Runt-SMMHC FRET,TNF death inh,RBBP9 inhibitor,PGE2 EP2 inh,Hck-Nef inh,zVAD death inh,Runt-CBFb FRET,PERK inh,EP2 mod
O=[N+]([O-])c1cc(/C=N/Nc2nc3ccccc3[nH]2)c(O)cc1O,2,-11,-4,9,5,7.6,9,-0.1,26
CCOc1ccccc1N(CC(=O)NC1CCCCC1)S(C)(=O)=O,-7,2.4,0,11,-2,1.4,-1,-0.2,29
CC(C)OCCCNC(=O)C1CCN(S(=O)(=O)N2CCCCC2)CC1,-2,-0.8,-8,5,0,2.1,0,0.4,5
O=S(=O)(Nc1nc2c(s1)CCCC2)c1ccc(Br)cc1,2,-1.5,11,11,1,0.0,-1,1.1,-9
O=C(CCN1CCCCC1c1cccnc1)NCc1ccccc1 (stereo not drawn),0,-0.7,-8,8,5,1.0,0,-0.2,11
Oc1ccc(-c2nnc(Nc3ccccc3)c3ccccc23)cc1,0,-5.8,-9,9,22,73,-2,0.4,-4
Cn1c(CC2C(=O)Nc3ccc(Br)cc32)nc2ccccc2c1=O (stereo not drawn),-101,-0.4,-13,.,1,-0.2,-1,-1.6,-14
Cc1c(C(=O)NCC2CCCO2)sc2nc(-c3ccccc3)cn12 (stereo not drawn),1,1.3,-6,6,0,0.0,4,-1.1,-22
COC(=O)c1ccc(NC(=O)C(=O)N2CCN(C(=S)Nc3ccc(C)cc3)CC2)cc1,0,2.2,-15,14,5,0.3,2,-0.4,-55
